CRFR2-BP ag: CRF-BP/CRF-R2 complex agonism; HEK293 CRF-R2/CRF-BP, calcium dye fluorescence (FLIPR); percent of saturating CRF peptide response; 350,000 tested, 0.46% active; activation, % at 13.2 µM;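 active = activation of at least 50%, plus an integration ratio under a set limit after plate pattern correction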;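 note: plate controls were neutral control wells without compound for no effect and CRF at EC100 for full effect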
CHRM4 PAM: potentiates acetylcholine response at human M4 receptor; P08173; CHO-K1 hM4/Gqi5, Fluo-8 calcium fluorescence, ACh EC20; 0% = ACh EC20, 100% = maximal ACh; activation, % at 3 µM; 360,000 tested, 0.4% active;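 active = activation above its plate's cutoff, the mean activation of sample wells plus 3 SD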; note: some results filed as inactive read as strong as hits
Target sequence (P08173 whole entry, looked up): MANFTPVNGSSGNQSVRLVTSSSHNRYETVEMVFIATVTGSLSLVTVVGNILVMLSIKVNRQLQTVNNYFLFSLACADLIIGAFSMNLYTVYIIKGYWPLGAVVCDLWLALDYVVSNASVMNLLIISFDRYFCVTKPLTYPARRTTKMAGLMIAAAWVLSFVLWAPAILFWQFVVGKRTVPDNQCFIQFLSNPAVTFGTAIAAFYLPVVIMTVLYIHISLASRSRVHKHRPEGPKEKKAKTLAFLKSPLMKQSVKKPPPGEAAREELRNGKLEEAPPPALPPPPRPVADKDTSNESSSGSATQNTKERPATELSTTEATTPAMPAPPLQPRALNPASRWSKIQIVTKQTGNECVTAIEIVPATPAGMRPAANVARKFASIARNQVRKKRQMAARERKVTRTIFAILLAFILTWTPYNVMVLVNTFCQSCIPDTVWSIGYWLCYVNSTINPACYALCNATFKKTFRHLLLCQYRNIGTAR
M1 PAM parental: nonselective activator or artifact in parental CHO-K1 calcium assay; ATP EC20, Fluo-8 calcium fluorescence; 0% at ATP EC20, 100% at ATP max; activation, % at 3 µM; 360,000 tested, 0.02% active;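 active = activation above the run cutoff, the mean activation of all test compounds plus 3 SD, cut at about 40% in these data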;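 note: peak over basal fluorescence ratio in a 140 s read after ATP addition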
CHRM5 agonist: agonists of human muscarinic M5 receptor (CHRM5) | P08912 | 360,000 tested, 0.19% active | activation, % at 3 µM | CHO-K1 hM5 cells, Fluo-8 calcium fluorescence; 0% DMSO wells, 100% maximal acetylcholine response | AID 624037;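 active = activation above the run's mean over test compounds plus 3 SD, cut at about 23% in these data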;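 note: signal is peak over basal fluorescence ratio across the kinetic read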
Target sequence (P08912 whole entry, looked up): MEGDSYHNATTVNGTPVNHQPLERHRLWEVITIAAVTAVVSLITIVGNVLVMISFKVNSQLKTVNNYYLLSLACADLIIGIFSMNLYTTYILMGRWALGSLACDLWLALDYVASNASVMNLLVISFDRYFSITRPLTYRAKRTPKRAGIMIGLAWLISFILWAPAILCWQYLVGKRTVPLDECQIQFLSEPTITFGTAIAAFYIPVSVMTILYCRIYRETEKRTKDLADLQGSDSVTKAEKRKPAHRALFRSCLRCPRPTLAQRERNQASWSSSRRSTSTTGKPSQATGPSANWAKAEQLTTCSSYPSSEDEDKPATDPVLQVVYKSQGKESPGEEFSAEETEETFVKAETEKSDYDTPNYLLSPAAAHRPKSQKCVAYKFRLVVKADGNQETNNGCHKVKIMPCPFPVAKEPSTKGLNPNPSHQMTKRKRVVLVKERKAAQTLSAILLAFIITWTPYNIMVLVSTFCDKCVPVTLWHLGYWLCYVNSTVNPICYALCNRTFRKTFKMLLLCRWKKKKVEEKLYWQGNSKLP
TAAR1 antag: human TAAR1 antagonism; Q96RJ0; CHO RD-HGA16 TAAR1, Fluo-8 calcium fluorescence, antagonist; inhibition, % at 3 µM; 360,000 tested, 1.5% active; AID 624466;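 active = inhibition above a per-plate cutoff, the mean inhibition of test compounds on that plate plus 3 SD, cut at about 49% in these data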;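 note: 0% = DMSO plus EC80 beta-PEA response and 100% = DMSO alone without agonist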
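Test system: RD-HGA16 CHO cells with stable hTAAR1 and Gα16 / Probe or stimulus: EC80 β-phenethylamine stimulus / Times: seeding 17-24 h prior, 75-min 37 °C, 30-min RT dye loading / Detection: Fluo-8 calcium-sensitive fluorescence / Read-out basis: % inhibition scaled between DMSO and EC80 PEA controls / Repeats: singlicate, one well per test compound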
CHRM5 antagonist: CHRM5 antagonism in calcium assay; P08912; CHO-hM5 cells, Fluo-8 calcium fluorescence, ACh EC80; inhibition, % at 3 µM; 360,000 tested, 0.59% active;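 active = inhibition above a per-plate cutoff, the mean of that plate's test compounds plus 3 SD, cut at about 27% in these data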;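 note: 0% = acetylcholine EC80 with DMSO and 100% = DMSO without agonist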
TAAR1 agonist: human TAAR1 agonism | Q96RJ0 | CHO RD-HGA16 TAAR1, Fluo-8 calcium fluorescence; vehicle wells 0%, saturating PEA agonist 100% | activation, % at 3 µM | 360,000 tested, 0.99% active;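 active = activation above the mean activation of all test compounds in the run plus 3 SD, cut at about 38% in these data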
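Benchmarks: low control DMSO, high control PEA (EC100); System: CHO RD-HGA16 cells carrying human TAAR1 plus Gα16; Detection: Fluo-8 fluorescence, 5 s baseline then 140 s kinetic read; Schedule: 17-24 h plating, Fluo-8 75 min 37 °C, 30 min RT; Read-out basis: % activation from peak over basal fluorescence ratio, DMSO-to-PEA scaled.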
CRFBP-R2 block: blocks CRF-induced signaling of the CRF-BP/CRF-R2 complex | HEK293 CRF-R2/CRF-BP, CRF-induced calcium fluorescence | inhibition, % at 11.8 µM | 350,000 tested, 0.59% active | AID 588475;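 active = inhibition of the ligand-induced calcium signal above about 50% at the single tested concentration, limit read from the data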
M5 PAM: CHRM5 positive allosteric modulation. 360,000 tested, 0.3% active. P08912. CHO-K1 hM5, Fluo-8 calcium, ACh EC20 PAM; 0% = ACh EC20, 100% = ACh EC100. activation, % at 3 µM. AID 624038;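 active = activation above the run cutoff, the mean activation of all test compounds plus 3 SD, cut at about 18% in these data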
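Assay system – human M5 receptor in CHO-K1 cells · Read-out – % activation, ACh-normalized · Technique – Fluo-8 calcium fluorescence · Dosing – single-point, 3 µM nominal · Incubation – Fluo-8 loading 80 min at 37 °C plus 30 min room temperature · Repeats – singlicate, one well per test compound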
The depositor's hits bear a star; / = not tested or not shown; & = joins results of further samples.

mol | CRFR2-BP ag | CHRM4 PAM | M1 PAM parental | CHRM5 agonist | TAAR1 antag | CHRM5 antagonist | TAAR1 agonist | CRFBP-R2 block | M5 PAM
Cc1ccc(NC(=O)C(OC(=O)c2ccc(F)cc2)c2ccccc2)cc1Cl (stereo unspecified) | 4.1 | -4 | 9 | -5 | -16 | 4 | 5 | -42 | -2
Cc1ccc(C)c(S(=O)(=O)Nc2ccc(C(=O)NCC(c3ccco3)N3CCCCC3)cc2)c1 (stereo unspecified) | 0.7 | -11 | -14 | -8 | -4 | -5 | 1 | -14 | 1
COc1ccc(C(CNC(=O)c2cccc(NS(=O)(=O)c3ccccc3)c2)N(C)C)cc1 (stereo unspecified) | -0.6 | -14 | 8 | -8 | -18 | 14 | 5 | -15 | -7
CN(Cc1c(C(=O)N/N=C/c2ccccc2F)nnn1-c1nonc1N)c1ccccc1 | 0.6 | -9 | -12 | -2 | -7 | -5 | 3 | 1 | -3
O=C(NCc1ccc(F)cc1)C1CC(=O)N(CCc2ccccc2)C1 (stereo unspecified) | -1.6 | -3 | -2 | 0 | -4 | 6 | 6 | -64 | 19*
C/C(=N/Nc1ncc(C(F)(F)F)cc1Cl)c1ccncc1 | 0.6 | -3 | -5 | 2 | 0 | 13 | 1 | 2 | -7
CCOC(=O)N1CCN(C(=O)CSc2nnc(-c3cc(OC)ccc3OC)o2)CC1 | -1.4 | 0 | 7 | 1 | -2 | 4 | 20 | 30 | 6
COc1ccc(OCCCC(=O)N(C)CC(=O)Nc2ccccc2Cl)cc1 | -2.7 | 9 | 11 | 2 | -3 | -9 | 1 | 5 | 0
O=C(Cn1cc(C(=O)c2cccs2)c2ccccc21)NCC1CCCO1 (stereo unspecified) | -0.2 | -7 | 16 | 0 | -4 | -4 | 9 | 1 | -1
COC(=O)c1c(NC(=O)C(=O)N2CCOCC2)sc2c1CCC2 | 4.0 | 6 | -29 | -4 | -22 | -14 | 0 | -19 | 6
COc1ccc(C(=O)C2CCCN(C(=O)c3cc(C(C)C)no3)C2)cc1F (stereo unspecified) | -0.5 | -4 | 6 | 4 | 11 | -1 | 1 | -10 | -3
O=C(Nc1nnc(C2CCCO2)s1)c1cccs1 (stereo unspecified) | -4.0 | 12 | 28 | -4 | 15 | 10 | 2 | -17 | -3

Overlap with the part before: 2 entries, then new ones.
mol | CRFR2-BP ag | CHRM4 PAM | M1 PAM parental | CHRM5 agonist | TAAR1 antag | CHRM5 antagonist | TAAR1 agonist | CRFBP-R2 block | M5 PAM
COc1ccc(C(=O)C2CCCN(C(=O)c3cc(C(C)C)no3)C2)cc1F (stereo unspecified) | -0.5 | -4 | 6 | 4 | 11 | -1 | 1 | -10 | -3
O=C(Nc1nnc(C2CCCO2)s1)c1cccs1 (stereo unspecified) | -4.0 | 12 | 28 | -4 | 15 | 10 | 2 | -17 | -3
Cc1nn(C(C)C(=O)NCc2ccccc2F)c(=O)c2nn(-c3ccccc3)c(C)c12 (stereo unspecified) | -2.2 | -3 | 18 | -2 | -3 | 6 | 0 | 2 | 0
Cc1c(C(=O)N2CCCC2)sc(NC(=O)c2cccc(Cl)c2)c1C#N | 7.3 | 0 | -14 | 5 | -16 | -5 | 9 | -6 | -1
CC(C)C[C@H]1CN=C(Nc2ccccc2)N1CCCC1CCCC1 | 14 | -1 | 5 | 3 | 2 | 8 | 57* | -29 | -2
COc1ccc(C(=O)NCCNc2ncc(C(F)(F)F)cc2Cl)cc1[N+](=O)[O-] | -0.7 | -5 | -1 | -7 | -9 | -1 | -1 | -3 | -7
C[C@]12CCC(=O)C[C@@H]1CC[C@@H]1[C@@H]2CC[C@]2(C)[C@@H](C(=O)COC(=O)CCC(=O)O)CC[C@@H]12 | -1.0&-1.0 | 4&0 | 13&-9 | -3&-2 | 0&2 | 0&8 | 11&-1 | 14&-2 | 2&-1
O=C1NCCOC(=O)[C@@H](Cc2ccc(F)cc2)C/C=C\C[C@@H]1CC(=O)N(CCO)Cc1ccccc1 | -0.1 | -2 | 4 | 6 | -6 | 7 | 9 | 1 | -5
Cc1ccc(C)c(NC(=O)C2(C)CCN2C(=O)C(C)C)c1 (stereo unspecified) | / | -4 | 21 | 0 | -1 | 8 | 1 | / | -2
C[C@H]1CN(c2ccc(Br)cc2)C(=O)[C@@H]1CC(=O)Nc1ccc(Br)cc1 | 0.8 | 1 | -7 | 2 | 19 | 4 | 12 | -4 | 1
C/C(=N\NC(N)=O)c1cc(Cl)cc(Cl)c1O | -1.4 | -5 | 14 | 0 | -29 | 6 | 17 | 17 | -2
Cc1ccc(S(=O)(=O)N2CCCCC2)cc1C(=O)Nc1ccc(N2CCOCC2)cc1 | 0.5 | -11 | -6 | -4 | -10 | 9 | 15 | 0 | -9
O=C(COc1ccc(Br)cc1)NNC(=S)NCc1ccccc1 | -0.6 | -8 | 6 | -4 | -7 | 9 | 8 | -15 | -4
COc1cc(/C=N/N(C)c2ccccc2)ccc1O | -1.2 | -4 | -1 | -5 | -17 | 11 | 8 | 26 | -9
CC(NC(=O)CCC(=O)NCc1ccc(F)cc1)c1ccccc1 (stereo unspecified) | -1.6 | 7 | 12 | 0 | -8 | 4 | -1 | 14 | 2
Cc1ccc(/C=N/N(Cc2ccccc2)c2ccccc2)o1 | -0.7 | 2 | 3 | -1 | 2 | -10 | 2 | -28 | -1
Nc1nc2ccccc2n1/N=C/c1ccc(-c2ccccc2)o1 | -2.1 | 1 | -4 | -3 | 14 | 5 | 8 | -18 | -2
C1=CC2(C=C1)OC21CCC2(C=CC3(C2)OC3C2CCCCC2)CC1 (stereo unspecified) | 10 | -1 | 6 | 7 | -1 | 13 | 1 | -14 | -4
CC(=O)CCc1ccc2oc(C(=O)O)c(C)c2c1 | 0.8 | -4 | 7 | -1 | 19 | 0 | 8 | 12 | 0
COc1ccc(OC)c(Nc2nc(NCCCN(C)C)nc(N)c2[N+](=O)[O-])c1 | -2.5 | -3 | 0 | 1 | -10 | 10 | 1 | -13 | -6
COc1ccc(OC)c(-n2c(=S)[nH]c3cc(C(=O)N(C)Cc4ccccc4)ccc3c2=O)c1 | -1.0 | -5 | 14 | -1 | -6 | 3 | 1 | 1 | 3
Cc1cccc(C)c1-n1nnnc1C(c1ccnc2ccccc12)N1CCN(C(=O)OCc2ccccc2)CC1 (stereo unspecified) | / | 14 | 15 | 0 | -17 | -9 | 4 | / | 6
Cc1nc(-c2ccc(S(=O)(=O)NCc3cccnc3)s2)cs1 | -0.5 | -25 | 7 | 2 | -1 | 13 | 14 | 22 | -8
COc1ccc(N(CC(=O)Nc2ccc(C)c(C)c2)S(=O)(=O)c2c(C)n[nH]c2C)cc1 | -1.8 | -6 | 0 | -4 | 25 | 15 | 12 | -30 | -8
CC(Sc1nnc(-c2ccco2)n1C)C(=O)Nc1nccs1 (stereo unspecified) | 1.4 | 0 | 1 | 3 | -12 | -2 | 3 | 0 | -1
Cc1cc(Cl)ccc1-c1cc2nc(NCCCN(C)C)n(C)c(=O)c2s1 | / | 6 | 11 | -3 | -18 | 1 | -1 | / | 1
CN(C(=O)CC1C(=O)NCCN1Cc1ccc(F)c(F)c1)C1CCCCC1 (stereo unspecified) | -0.2 | 14 | -1 | -1 | -24 | 13 | 1 | -10 | -4
Cc1ccc(-c2nn(C)c(=O)c3ccccc23)cc1CO | -2.6 | 2 | -6 | 0 | -4 | 7 | 9 | 69* | -7
CC1C(=O)OC2C1CCC1(C)CCC(=O)C(C)C21 (stereo unspecified) | 1.0 | 1 | 18 | -3 | -11 | 11 | 3 | -9 | -2
O=C(Nc1ccccc1C(=O)NC(Cc1ccccc1)C(=O)NC1CCCCC1)c1ccccc1 (stereo unspecified) | 0.4 | 5 | 6 | -1 | 26 | 6 | 0 | -11 | 0
COC(=O)[C@]12CCCCC=C1N(Cc1ccccc1)C(=O)[C@H](CC(=O)NCc1cccs1)C2 | / | 15 | -1 | 1 | 8 | -9 | 8 | / | -4
CCN(C(=O)CSc1ncccn1)C1CCS(=O)(=O)C1 (stereo unspecified) | 0.8 | -1 | 8 | 1 | 0 | -4 | 1 | 5 | 6
COc1ccccc1-c1c(C)oc2cc(OC(=O)c3ccco3)ccc2c1=O | 0.0 | -4 | 16 | -1 | 21 | 4 | 18 | 5 | -4
Cc1cccc(NC(=O)COc2ccc3oc4c(c3c2)CCCC4)n1 | -2.8 | -1 | -2 | -4 | -3 | 10 | 11 | -2 | -1
N#Cc1ccc(Cl)cc1NC(=O)COC(=O)c1ccc(S(=O)(=O)N2CCCC2)cc1 | -2.3 | -4 | 16 | -2 | -3 | -8 | 11 | 3 | 1
CCCC(=O)N1CCN(c2ccc(NC(=O)c3cccs3)cc2Cl)CC1 | 0.0 | 12 | 11 | 1 | 8 | 0 | 4 | -1 | 1
Cc1ccc(C(=O)NCC(=O)N2CCN(c3ccccc3)CC2)cc1 | -1.2 | 0 | 3 | 2 | -21 | 0 | -1 | 4 | -5
N#C/C(=C\c1ccc(O)c(O)c1)S(=O)(=O)c1ccccc1 | 8.4 | -1 | 9 | 1 | -6 | 2 | 24 | 1 | -3
O=C(COC(=O)CSc1ccc2ccccc2c1)NC1CC1 | 1.8 | -2 | 3 | 2 | 14 | 2 | 5 | 9 | -5
Cc1ccc(CN2CC(C(=O)N3CCN(S(=O)(=O)c4ccc(C(C)C)cc4)CC3)CC2=O)cc1 (stereo unspecified) | -1.2 | -3 | -12 | 0 | -17 | 5 | 0 | 14 | -6
Nc1c(OS(=O)(=O)c2ccccc2)cccc1OS(=O)(=O)c1ccccc1 | 1.8 | -5 | 4 | -1 | 35 | 9 | 2 | -8 | -9
CCc1ccccc1NC(=O)c1ccc(-n2c(C)ccc2C)cc1 | 0.0 | -5 | -1 | -7 | 1 | 0 | -1 | 2 | -9
COC(=O)CSc1nc(C)c(Oc2ccccc2)c(=O)[nH]1 | -1.6 | 9 | 13 | -5 | -3 | -7 | 1 | 2 | -3
COc1ccc(/C=C/C(=O)Nc2ccccc2C(=O)NCC(c2ccc(OC)cc2)N(C)C)cc1 (stereo unspecified) | 1.2 | -10 | -4 | -3 | 24 | 12 | 25 | -13 | -7
CCCCOc1ccc(-c2ncc(Cl)cn2)cc1 | 6.7 | -3 | 6 | 5 | -1 | -1 | 7 | 16 | -3
CCC(=O)Nc1ccc(N2CCCCC2)c(C(=O)Nc2ccc(OC)cc2)c1 | -0.3 | -4 | 16 | -3 | -19 | 6 | 1 | 0 | -5

Bioassay records deposited in PubChem by several laboratories.

The order is random; overall some 4.2% were active at least once.
